WT yeast gro inh: growth inhibition of WT yeast, mitochondrial fusion screen; mitochondrial fusion phenotypic screen, WT strain; inhibition, % at 10 µM; hit rate 2.1% among 190,000; in the data active = inhibition above about 58%; tested in S. cerevisiae
PMI inhibition: MPI inhibition at elevated mannose 6-phosphate – biochemical, fluorescence intensity, high mannose 6-phosphate, primary screen (AID 1220); one-dose inhibition, % at 20 µM; IC50 in µM for titrated hits; hit rate 0.66% among 190,000; recombinant PMI enzyme, coupled fluorescence intensity; higher % means a stronger effect
MT stabilize HCS: microtubule stabilization, imaging screen | HeLa tubulin immunostaining HCS, 24 h; share of cells brighter than vehicle mean+2SD | % tubulin-high responders, % at 10 µM | hit rate 0.83% among 200,000 | AID 2205;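 active = plate Z-score above 3 for both tubulin-high and condensed-nucleus cell shares, with cell loss under 80%, at 10 µM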;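 also: anti alpha tubulin signal scored within the nucleus-defined area of each cell; some results filed as inactive read as strong as hits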
Dynein cargo inh: blocks dynein driven cargo transport along microtubules. 3617.4 mouse cells, GR-EGFP nuclear translocation imaging; test concentration mostly 20 µM; stimulated with dexamethasone, 1 µM; active compounds read low. z-score, hits read low. hit rate 0.47% among 220,000. AID 1381;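 active = plate z-score of nuclear minus cytoplasmic receptor signal below a set negative limit, without overly bright fluorescence or cell loss, cut at about -3.5 in these data, passing the limit was not always enough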;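 also: z-score of nuclear minus cytoplasmic ring GR-EGFP intensity difference per well; some compounds called inactive have numbers as strong as hits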
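Buffer or medium: tetracycline-free induction medium containing charcoal-stripped FBS / Reagent: dexamethasone agonist, 1.0 µM final, for 30 min / Technique: automated 10x imaging of fixed Hoechst-stained cells / Times: induction 48 h, compound 1 h, agonist 30 min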
Autophagy mod: alters autophagy in cells; hit rate 0.98% among 190,000; calls only at 10 µM (by protocol); AID 463193; MEF GFP-LC3 puncta imaging; test concentration mostly 10 µM;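 active = percentage of spot-positive cells more than 3 SD above its plate mean, without a fluorescence outlier flag or 80% toxicity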;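 also: spot-positive cell cutoff set from DMSO-treated cells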
Yfh1-off respiration: mitochondrial function rescue without frataxin homolog – Friedreich's ataxia, plus single-dose screen, dose response (AID 1465); S. cerevisiae Yfh1-off respiration, WST-1 reduction, 72 h; higher fold induction means a stronger effect; one-dose fold induction at 50 µM; EC50 in µM for titrated hits; hit rate 0.074% among 220,000;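 active = fold induction of absorbance versus untreated yeast above a set limit, then at least 30% activation at any dose in follow-up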;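 also: activators that raise dye reduction in frataxin-depleted yeast; strong numbers were not always called active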
b-catenin transl: alters nuclear translocation of beta-catenin in HeLa cells; nuclear translocation activity, % at 5 µM; immunofluorescence imaging; hit rate 0.3% among 190,000;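 active = nuclear translocation activity above 50% at 5 µM, with a well cell count of 50 or more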;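 also: per-cell ratio of nuclear to cytoplasmic median beta-catenin stain intensity; plate controls were DMSO negative control for no effect and GSK-3 inhibitor IX positive control for full effect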
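Test system: human HeLa cell line; Doses: 5 µM primary, 0.02–20 µM confirmation; Incubation: 24 h compound exposure, 37°C; Detection: beta-catenin immunofluorescence imaging with DAPI; Read-out: beta-catenin nuclear/cytoplasmic ratio, % activation.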
PMI inhibitors: MPI enzyme activity inhibition – biochemical, fluorescence intensity, coupled assay, primary screen (AID 1209). one-dose inhibition, % at 20 µM; IC50 in µM for titrated hits. purified PMI enzyme, coupled fluorescence intensity; higher % means a stronger effect. hit rate 0.42% among 190,000;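 also: plate controls were DMSO vehicle for no effect and wells lacking substrate for full effect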
Ins promoter up: MIN6 insulin promoter up-regulation | hit rate 0.3% among 190,000 | z-score at 5 µM | MIN6 insulin promoter-GFP reporter, high-content imaging; active compounds read high;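 active = z-score above 3 at 5 µM with at least 500 cells counted in the well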
WT yeast gro inh mutant strain: further read-out of WT yeast gro inh, marked with its call; inhibition, %; mitochondrial fusion phenotypic screen, mutant strain inhibition
Dynein cargo inh cytoplasmic EGFP: further read-out of Dynein cargo inh, marked with its call; z-score; measured here: cytoplasmic GR-EGFP intensity; active compounds read high
Dynein cargo inh nuclear GR-EGFP: recorded beside Dynein cargo inh, whose call it bears; z-score; measured here: nuclear GR-EGFP intensity;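 lower value marks the stronger effect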
Dynein cargo inh cell count: also measured in Dynein cargo inh; calls as there; z-score; measured here: cell count per field
Ins promoter up cell count: further read-out of Ins promoter up, marked with its call; cell count; measured here: cytotoxicity, nuclei count;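 total cells summed across four imaged fields per well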
b-catenin transl cell count 5 µM: second read-out of b-catenin transl, no call of its own (marks repeat the call); cell count; measured here: cell count, cytotoxicity flag
MT stabilize HCS Hoechst-high %: also measured in MT stabilize HCS; calls as there; % Hoechst-high responders; measured here: nuclear condensation Hoechst responders;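 share of cells brighter than vehicle mean plus two SD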
MT stabilize HCS cytotoxicity %: second read-out of MT stabilize HCS, no call of its own (marks repeat the call); toxicity, %; measured here: cytotoxicity by cell density;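 0% = mean cell density of plate MIN control wells and 100% = no cells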
Autophagy mod cell loss 18 h: recorded beside Autophagy mod, whose call it bears; toxicity, %; measured here: cell loss, nuclei count;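 cell loss after 18 h compound exposure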
* hit, by the source's call; i = inactive; nt = not tested or not shown; + = active, no number. Rule as the data show it, unless noted: active = inhibition above about 50%; inactive = the rest.

#	mol	WT yeast gro inh	WT yeast gro inh mutant strain	PMI inhibition	MT stabilize HCS	MT stabilize HCS Hoechst-high %	MT stabilize HCS cytotoxicity %	Dynein cargo inh	Dynein cargo inh cytoplasmic EGFP	Dynein cargo inh nuclear GR-EGFP	Dynein cargo inh cell count	Autophagy mod	Autophagy mod cell loss 18 h	Yfh1-off respiration	b-catenin transl	b-catenin transl cell count 5 µM	PMI inhibitors	Ins promoter up	Ins promoter up cell count
1	CC(=O)C1=C(C)NC(=O)NC1c1cc(Br)ccc1OCC#N (stereo unspecified)	-2	-7	4%	3.8	2.3	5.5	0.46	-0.14	0.75	-0.43	i	-8	i	-0.5	1097	2%	0.42	1080
2	Cc1cccc(NC(=O)c2nnn(-c3cccc(C(F)(F)F)c3)c2N)c1	-4	-7	-15%	2.6	4.3	9.7	0.097	-0.26	0.16	-0.26	i	3	i	nt	nt	-16%	0.52	1245
3	CCC1(c2ccccc2)NC(=S)N(c2ccc(C)c(C)c2)N1 (stereo unspecified)	69*	54*	-66%	3.0	1.8	5.4	-0.39	-0.31	0.46	0.28	i	1	i	-2.1	1165	-27%	-0.03	1508
4	Cc1ccc(NCc2nnc(SCC(=O)OC3CCCCC3)o2)c(C)c1	-2	6	1%	4.0	4.5	11	1.4	-0.31	0.43	-0.095	i	-5	i	0.6	1455	6%	0.52	1597
5	COc1ccccc1CCNC(=O)c1ccc(C)o1	0	10	-1%	5.8	2.0	4.7	-0.53	-0.14	0.47	0.56	i	16	i	1.8	1191	-2%	0.1	1292
6	O=S(=O)(Cc1ccccc1)N1CCCc2ccccc21	-4	-10	4%	2.9	3.0	11	-0.68	-0.21	-0.34	-0.21	i	4	i	0.8	1070	8%	-0.72	1261
7	O=C(NC(C(=O)N/N=C/c1ccncc1)c1n[nH]c(=O)c2ccccc12)c1ccccc1 (stereo unspecified)	nt	nt	nt	nt	nt	nt	-0.041	-0.24	-0.42	0.81	nt	nt	i	1.4	1310	nt	-0.66	1413
8	COc1cc(/C=C2\SC(=O)NC2=O)ccc1Oc1ccc([N+](=O)[O-])cc1[N+](=O)[O-]	19	18	10%	5.4	4.1	0.1	-3.8*	0.12*	-1.6*	2.4*	i	12	i	3.7	1045	13%	-0.06	1175
9	O=C(COC(=O)c1cc(=O)[nH]c2ccccc12)c1ccccc1	1	28	-5%	3.5	2.4	6.2	-0.55	-0.33	-0.13	1	i	5	i	1.0	1041	-5%	nt	nt
10	COCCN1Cc2cccc(C(=O)Nc3cccnc3)c2C1=O	-7	-9	11%	4.4	3.5	3.0	0.16	-0.21	0.01	0.79	i	-1	nt	nt	nt	16%	1.6	1343
11	CC1CN(CC(=O)N2CCc3[nH]c4ccccc4c3C2)CC(C)O1 (stereo unspecified)	-13	-38	24%	2.5	1.3	0.5	1.2	0.11	1	-1.2	i	-1	i	-8.4	996	-7%	0	1302
12	Oc1c(C=NCc2ccncc2)sc2ccccc12	15	15	4%	2.8	1.7	5.0	-0.85	-0.2	-0.56	0.54	i	-7	i	-0.4	992	17%	0.57	1146
13	COc1cccc(C2=NOC(C(=O)NCc3ccccc3)C2)c1 (stereo unspecified)	8	-11	11%	19*	15*	7.5*	-0.92	-0.32	-0.42	0.98	i	29	nt	131*	732*	8%	0.17	1288
14	COc1ccc(NS(=O)(=O)c2cn(C)c(=O)n(C)c2=O)cc1	nt	nt	nt	nt	nt	nt	-0.33	-0.26	0.44	-0.13	nt	nt	i	0.2	1278	nt	-0.22	1084
15	Cc1ccc(C(=O)NCCCN2CCOCC2)cc1N1CCCC1=O	24	12	13%	3.4	1.7	0.7	-0.19	-0.28	-0.2	0.19	i	-38	i	-2.2	1461	10%	-0.01	1566

Reprinted from the part before: two compounds, then new ones.
#	mol	WT yeast gro inh	WT yeast gro inh mutant strain	PMI inhibition	MT stabilize HCS	MT stabilize HCS Hoechst-high %	MT stabilize HCS cytotoxicity %	Dynein cargo inh	Dynein cargo inh cytoplasmic EGFP	Dynein cargo inh nuclear GR-EGFP	Dynein cargo inh cell count	Autophagy mod	Autophagy mod cell loss 18 h	Yfh1-off respiration	b-catenin transl	b-catenin transl cell count 5 µM	PMI inhibitors	Ins promoter up	Ins promoter up cell count
14	COc1ccc(NS(=O)(=O)c2cn(C)c(=O)n(C)c2=O)cc1	nt	nt	nt	nt	nt	nt	-0.33	-0.26	0.44	-0.13	nt	nt	i	0.2	1278	nt	-0.22	1084
15	Cc1ccc(C(=O)NCCCN2CCOCC2)cc1N1CCCC1=O	24	12	13%	3.4	1.7	0.7	-0.19	-0.28	-0.2	0.19	i	-38	i	-2.2	1461	10%	-0.01	1566
16	CCC1CCc2c(n(C)c3ccccc3c2=O)O1 (stereo unspecified)	8	-3	-4%	5.8	3.4	1.9	1.6	-0.15	0.83	-1.5	i	5	i	-0.8	527	3%	-0.62	1235
17	CC(C)(C)Nc1nc(NCc2cccnc2)nc(N2CCOCC2)n1	4	11	2%	3.2	2.5	4.0	-0.33	-0.23	0.11	-0.032	i	-18	i	-2.0	587	-1%	nt	nt
18	Cc1cccc(C(=O)NNC(=O)c2ccc(F)cc2)c1	8	6	13%	3.8	1.9	1.0	0.53	-0.23	-0.11	-1	i	2	i	-0.3	871	21%	0.65	1335
19	CNC(=O)c1ccccc1Sc1ccccc1CO	nt	nt	nt	nt	nt	nt	1.8	-0.11	1.6	-2.4	nt	nt	i	1.2	1314	nt	0.65	1084
20	COCC(=O)N(c1ccc(C(C)C)cc1)C1C=CS(=O)(=O)C1 (stereo unspecified)	-3	17	1%	2.4	1.4	5.3	-1.1	-0.19	-0.6	-0.49	i	-3	i	nt	nt	5%	-0.05	1338
21	Cc1nnc(NC(=O)CSc2nnc(Cc3ccccc3)n2-c2ccccc2)s1	1	-4	-6%	2.7	1.7	3.7	-0.66	0.11	-0.18	-0.2	i	0	i	0.5	1064	-3%	0.42	1921
22	NC(=O)c1ccc(C(=O)c2ccc([N+](=O)[O-])cc2)cc1	-11	-14	-8%	3.1	3.6	6.5	-0.67	-0.26	-0.68	0.95	i	-7	i	-2.6	998	-7%	-0.08	1415
23	CCCOC(=O)Nc1sc2c(c1C(=O)OCC)CCC2	16	-7	-2%	1.7	1.7	5.7	-0.55	-0.25	-0.16	1.3	i	-3	i	nt	nt	-2%	0.23	1036
24	Cc1ccc2nc3cc([N+](=O)[O-])cc([N+](=O)[O-])c3cc2c1	27	24	-33%	54	3.0	34	-6.3*	1.4*	-2.5*	0.62*	+	68*	i	3.8	532	-35%	nt	nt
25	CC(C)CNS(=O)(=O)c1ccc(CCC(=O)N2CCOCC2)cc1	-23	-1	11%	3.4	2.0	2.9	0.085	-0.21	-0.2	0.26	i	2	i	1.1	1051	7%	-0.54	1853
26	COc1ccc(CCNC(=O)NC23CC4CC(CC(C4)C2)C3)cc1	16	7	3%	3.4	2.1	4.7	0.61	-0.18	0.67	0.63	i	-1	i	4.1	1066	7%	-0.45	831
27	CC(C)(CSc1ccccn1)NS(=O)(=O)c1ccccc1	-8	-24	8%	4.4	2.3	13	2.9	-0.24	1.1	-1.7	i	2	i	-2.6	510	3%	0.42	1276
28	Cc1nc2ccccc2c(=O)n1CC(=O)N1CCOCC1	-9	-13	3%	2.7	1.2	4.2	2.3	-0.23	1.3	-1.8	i	-6	i	-1.7	1052	1%	-0.19	1288
29	COc1cc(C(c2sc3nc(C)nn3c2O)N2CCc3ccccc3C2)cc(OC)c1OC (stereo unspecified)	11	6	5%	2.1	1.9	8.3	-0.65	0.054	-0.19	0.71	i	-4	i	2.1	989	12%	0.62	1610
30	Cc1ccc(Cl)cc1NC(=O)COC(=O)Cn1cnc2c1c(=O)n(C)c(=O)n2C	-13	7	-13%	5.1	2.6	6.8	-1.9	-0.3	-0.48	1.2	i	4	i	-2.5	1143	-17%	-0.7	1201
31	Cc1cc(C)c2nc(-c3ccccn3)cc(C(=O)Nn3cnnc3)c2c1	9	9	-8%	3.3	2.9	7.1	0.45	-0.34	0.86	-0.46	i	12	i	-0.9	1490	-29%	0.39	1448
32	CCOC(=O)CC(N)c1cccc([N+](=O)[O-])c1 (stereo unspecified)	11	8	-10%	2.8	0.9	1.2	-0.053	-0.17	0.22	-0.18	i	8	i	-0.9	1089	-12%	-0.23	1331
33	N#C/C(=C\c1cccc([N+](=O)[O-])c1)C(=O)NCc1ccc(Cl)cc1	26	62	16%	3.6	2.8	3.6	-6.8*	2*	-3*	0.85*	i	6	i	-3.7	1089	5%	-0.29	1539

Screening data from PubChem.
